Neddyl block: inhibitors of cullin neddylation, primary screen, biochemical, TR-FRET, uHTS, NAE and Ubc12; 0.58% of 360,000 active; NEDD8-conjugating enzyme Ubc12 (Homo sapiens) + NEDD8-activating enzyme E1 regulatory …; calls only at 25 µM; in the data active means inhibition above about 36%
Rin1-Abl PPI inh: inhibitors of Rin1-Abl protein binding, primary screen, biochemical, TR-FRET; Tyrosine-protein kinase ABL1 (Homo sapiens) + Ras and Rab interactor 1 (Homo sapiens), …; 0.4% of 360,000 active; inhibition, % at 7.35 µM; in the data active means inhibition above about 5%, passing the limit was not always enough
Target sequence (P00519 whole entry, looked up): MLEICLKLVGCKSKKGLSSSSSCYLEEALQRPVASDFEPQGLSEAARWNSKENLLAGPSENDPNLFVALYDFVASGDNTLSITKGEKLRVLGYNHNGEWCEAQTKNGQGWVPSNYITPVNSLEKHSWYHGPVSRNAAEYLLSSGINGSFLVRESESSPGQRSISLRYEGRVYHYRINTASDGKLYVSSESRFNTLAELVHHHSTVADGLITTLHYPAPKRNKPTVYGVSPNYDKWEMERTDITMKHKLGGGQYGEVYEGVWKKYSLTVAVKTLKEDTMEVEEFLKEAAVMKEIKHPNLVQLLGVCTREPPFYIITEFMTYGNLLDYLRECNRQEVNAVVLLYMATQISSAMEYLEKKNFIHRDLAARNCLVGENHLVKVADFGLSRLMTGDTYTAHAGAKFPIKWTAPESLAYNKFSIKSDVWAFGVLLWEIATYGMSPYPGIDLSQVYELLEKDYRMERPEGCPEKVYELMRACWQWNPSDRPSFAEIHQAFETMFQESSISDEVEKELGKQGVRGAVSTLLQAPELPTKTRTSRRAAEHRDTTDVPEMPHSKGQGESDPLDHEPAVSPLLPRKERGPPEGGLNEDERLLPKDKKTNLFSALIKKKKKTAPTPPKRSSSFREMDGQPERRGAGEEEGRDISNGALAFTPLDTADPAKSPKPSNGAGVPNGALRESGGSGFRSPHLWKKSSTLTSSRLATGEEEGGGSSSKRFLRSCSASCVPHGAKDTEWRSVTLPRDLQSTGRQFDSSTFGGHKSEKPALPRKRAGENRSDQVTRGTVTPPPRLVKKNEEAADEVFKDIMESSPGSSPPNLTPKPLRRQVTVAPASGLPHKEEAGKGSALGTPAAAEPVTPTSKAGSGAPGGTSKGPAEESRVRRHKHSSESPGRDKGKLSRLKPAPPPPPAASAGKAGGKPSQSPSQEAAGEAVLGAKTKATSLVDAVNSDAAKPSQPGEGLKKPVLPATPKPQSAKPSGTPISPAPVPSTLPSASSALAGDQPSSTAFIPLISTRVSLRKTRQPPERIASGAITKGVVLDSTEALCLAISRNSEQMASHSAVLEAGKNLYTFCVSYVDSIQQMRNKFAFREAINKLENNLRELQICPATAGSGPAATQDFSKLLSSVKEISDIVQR
Target sequence (Q13671 whole entry, looked up): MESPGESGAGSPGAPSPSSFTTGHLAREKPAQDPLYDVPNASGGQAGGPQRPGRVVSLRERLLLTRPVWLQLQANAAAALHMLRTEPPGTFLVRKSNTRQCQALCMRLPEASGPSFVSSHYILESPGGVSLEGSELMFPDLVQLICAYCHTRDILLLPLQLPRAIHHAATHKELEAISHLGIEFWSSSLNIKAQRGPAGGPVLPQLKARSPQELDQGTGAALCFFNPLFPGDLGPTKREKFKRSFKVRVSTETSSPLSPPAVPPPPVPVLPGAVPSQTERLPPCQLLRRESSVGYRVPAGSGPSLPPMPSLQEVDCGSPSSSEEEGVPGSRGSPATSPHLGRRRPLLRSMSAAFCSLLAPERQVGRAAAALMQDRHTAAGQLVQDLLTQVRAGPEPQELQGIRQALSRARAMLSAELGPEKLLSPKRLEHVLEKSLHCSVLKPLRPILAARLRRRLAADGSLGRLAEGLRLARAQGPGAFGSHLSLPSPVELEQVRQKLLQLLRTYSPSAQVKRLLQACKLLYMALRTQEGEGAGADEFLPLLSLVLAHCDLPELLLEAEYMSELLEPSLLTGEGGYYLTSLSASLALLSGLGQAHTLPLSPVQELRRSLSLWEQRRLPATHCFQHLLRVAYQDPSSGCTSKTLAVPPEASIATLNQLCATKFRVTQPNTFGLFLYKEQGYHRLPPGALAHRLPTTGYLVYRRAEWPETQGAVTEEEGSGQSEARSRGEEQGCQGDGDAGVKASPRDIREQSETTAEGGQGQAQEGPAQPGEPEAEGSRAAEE
MsrA inh: bovine MsrA enzyme inhibitors, primary screen, biochemical, absorbance, HTS. inhibition, % at 15.5 µM. Methionine sulfoxide reductase A (Bos taurus). purified bovine MsrA, absorbance read-out. 0.75% of 360,000 active; in the data active means inhibition above about 4.5%;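 further: 0% = vehicle wells with enzyme and 100% = reference inhibitor wells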
bovine MsrA act: bovine MsrA enzyme activators, primary screen, biochemical, absorbance, HTS; Methionine sulfoxide reductase A (Bos taurus); purified bovine MsrA, absorbance read-out; activation, % at 10.6 µM; 0.3% of 360,000 active; AID 602163, 2012; in the data active means activation above about 7.5%;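 further: 0% = vehicle and 100% = reference activator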
MLLE-PAM2 inh: inhibitors of PABP1 MLLE–PAM2 peptide binding, primary screen, biochemical, fluorescence polarization, FITC-PAM2, GST-MLLE | inhibition, % at 20 µM | 0.36% of 360,000 active | AID 588489, 2011; in the data active means inhibition above about 35%, passing the limit was not always enough;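 further: plate controls were DMSO wells with GST-MLLE for no effect and wells lacking GST-MLLE protein for full effect; some results filed as inactive read as strong as hits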
FAS TE block: FAS thioesterase domain inhibitors, primary screen, biochemical, fluorescence intensity, uHTS; Fatty acid synthase (Homo sapiens), P49327; 0.67% of 360,000 active; recombinant FAS-TE, OMFH fluorogenic substrate, fluorescence endpoint; AID 602261, 2012; inhibition, % at 15 µM;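 active means compounds whose normalised, plate-corrected inhibition of enzyme fluorescence in the single-dose primary screen is 50% or more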;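 further: 0% = DMSO with enzyme and 100% = substrate without enzyme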
Tb MetRS inh: T. brucei MetRS inhibitors, primary screen, biochemical, luminescence; methionyl-tRNA synthetase (Trypanosoma brucei brucei); purified T. brucei MetRS, ATP depletion, Kinase-Glo luminescence; inhibition, % at 11.9 µM; 0.4% of 360,000 active; AID 624268, 2012;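 active means inhibition above a per-plate cutoff of the control wells' mean inhibition plus 3 SD, cut at about 5.5% in these data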;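 further: 0% = DMSO wells median and 100% = median of wells with control inhibitor compound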
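Material: T. brucei methionyl-tRNA synthetase, purified; reagent: substrates ATP, L-methionine and bulk Escherichia coli tRNA; dosing: 11.9 µM single point; timing: 15 min plus 2 h at 25 °C; detection: luminescence of leftover ATP; evaluation: % inhibition; control set: DMSO-only wells as low control; replicates: singlicate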
eLon inh: inhibitors of E. coli Lon protease, primary screen, biochemical, fluorescence polarization. P0A9M0. purified E. coli Lon protease. inhibition, % at 7.94 µM. 0.42% of 360,000 active. AID 602123, 2011; in the data active means inhibition above about 13%, passing the limit was not always enough;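 further: 0% = enzyme with probe and DMSO and 100% = no enzyme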
CSN inh: inhibitors of CSN-mediated cullin deneddylation, primary screen, biochemical, fluorescence polarization, uHTS | AID 651999, 2013 | Purified CSN, SCF-Nedd8-OG deneddylation | inhibition, % at 12.5 µM | COP9 signalosome complex subunit 5 (Homo sapiens), Q92905 | 0.38% of 360,000 active;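 active means pattern-corrected inhibition above about 35%, with an unprinted fluorescence ratio check between 0.5 and 1.5, limit read from the data, passing the limit was not always enough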;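 further: 0% = enzyme with substrate and 100% = substrate without enzyme; some results filed as inactive read as strong as hits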
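Material: human Csn5 produced in HEK293T cells; Input: enzyme 0.24 nM; Reagent: SCFSkp2-Nedd8OG substrate at 10 nM final; Dosing: 12.5 µM compound; Incubation: 90 min reaction at room temperature; Detection: fluorescence polarization of the substrate; Evaluation: % inhibition of substrate cleavage by Csn5; Control set: substrate-only high control, full reaction low control.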
* = called active by the depositor.

Results for CCOc1ccc(C(=O)Nc2ccc3c(c2)OCCO3)cc1 ?
Neddyl block: inactive; Rin1-Abl PPI inh: 0.6; MsrA inh: -0.8; bovine MsrA act: -2.0; MLLE-PAM2 inh: 7.1; FAS TE block: -2.1; Tb MetRS inh: 0.0; eLon inh: -1.9; CSN inh: 2.8

Results for CCc1nnc(NC(=O)c2ccc(S(=O)(=O)N3CCCCC3)cc2)s1 ?
Neddyl block: inactive; Rin1-Abl PPI inh: -1.4; MsrA inh: -1.2; bovine MsrA act: -5.8; MLLE-PAM2 inh: -11.2; FAS TE block: -5.0; Tb MetRS inh: -0.4; eLon inh: 11.4; CSN inh: 8.9

What do the screens show for `Cc1c(Cc2ccccc2)c(=O)oc2c(C)c(OCC(=O)N[C@@H](Cc3ccccc3)C(=O)O)ccc12`?
Neddyl block: inactive; Rin1-Abl PPI inh: -1.5; MsrA inh: 2.1; bovine MsrA act: -0.7; MLLE-PAM2 inh: -17.0; FAS TE block: 25.3; Tb MetRS inh: 0.2; eLon inh: 0.7; CSN inh: 7.6

Results for CC(=O)Nc1ccc(NC(=O)C2(C)CC2(Cl)Cl)cc1 (stereo not drawn) ?
Neddyl block: inactive; Rin1-Abl PPI inh: 0.1; MsrA inh: -0.8; bovine MsrA act: -2.8; MLLE-PAM2 inh: -3.5; FAS TE block: -4.0; Tb MetRS inh: 0.0; eLon inh: -2.5; CSN inh: -5.0

How did O=C(O)c1ccc(-c2nc(-c3ccccc3Cl)cs2)cc1 do in these assays?
Neddyl block: inactive; Rin1-Abl PPI inh: -0.8; MsrA inh: 0.4; bovine MsrA act: -2.8; MLLE-PAM2 inh: 8.1; FAS TE block: 0.2; Tb MetRS inh: -0.5; eLon inh: -2.3; CSN inh: 3.5

Results for Cn1c(SCC(=O)c2ccccc2)ncc(C(=O)Nc2ccccc2)c1=O ?
Neddyl block: inactive; Rin1-Abl PPI inh: -0.1; MsrA inh: 0.8; bovine MsrA act: -4.8; MLLE-PAM2 inh: 34.6; FAS TE block: 20.7; Tb MetRS inh: -0.5; eLon inh: -6.2; CSN inh: -1.1

What do the screens show for `CN(CC(=O)Nc1ccccc1Cl)C(=O)CSc1ncc(C(F)(F)F)cc1Cl`?
Neddyl block: inactive; Rin1-Abl PPI inh: 0.0; MsrA inh: -0.8; bovine MsrA act: 4.0; MLLE-PAM2 inh: 5.5; FAS TE block: 2.5; Tb MetRS inh: 0.7; eLon inh: -4.8; CSN inh: -2.1

How did COc1ccc(CN2CCNC(=O)C2CC(=O)N2CCCN(C(C)=O)CC2)cc1OC (stereo not drawn) do in these assays?
Neddyl block: inactive; Rin1-Abl PPI inh: -0.9; MsrA inh: -0.5; bovine MsrA act: -4.4; MLLE-PAM2 inh: 0.0; FAS TE block: -5.6; Tb MetRS inh: -0.6; eLon inh: -1.1; CSN inh: -1.5

What do the screens show for `COc1cc(/C=C2\C(=N)N3N=C(S(C)(=O)=O)SC3=NC2=O)ccc1OC(=O)c1ccco1`?
Neddyl block: inactive; Rin1-Abl PPI inh: 0.5; MsrA inh: 2.0; bovine MsrA act: -4.0; MLLE-PAM2 inh: -47.7; FAS TE block: 1.5; Tb MetRS inh: -0.1; eLon inh: -29.7; CSN inh: 22.9

What do the screens show for `CCCCCSc1nnc2c(n1)OC(c1cccn1C)N(C(C)=O)c1ccccc1-2` (stereo not drawn)?
Neddyl block: inactive; Rin1-Abl PPI inh: -3.1; MsrA inh: 0.3; bovine MsrA act: -1.8; MLLE-PAM2 inh: -10.6; FAS TE block: 7.6; Tb MetRS inh: 0.2; eLon inh: -0.1; CSN inh: 3.7

What do the screens show for `CCC(=O)O[C@]1(C(=O)CCl)[C@@H](C)C[C@H]2[C@@H]3CCC4=CC(=O)C=C[C@]4(C)[C@@]3(F)[C@@H](O)C[C@@]21C`?
Neddyl block: inactive; Rin1-Abl PPI inh: 1.1; MsrA inh: 0.9; bovine MsrA act: -4.5; MLLE-PAM2 inh: 10.1; FAS TE block: 6.2; Tb MetRS inh: -0.5; eLon inh: -3.3; CSN inh: -1.3

Results for COc1cccc(-c2nc3c(c(SCC(=O)N4CCOCC4)n2)Cc2c(CO)cnc(C)c2O3)c1 ?
Neddyl block: inactive; Rin1-Abl PPI inh: -0.9; bovine MsrA act: -3.6; MLLE-PAM2 inh: 17.2; FAS TE block: -3.6; Tb MetRS inh: -0.3; eLon inh: -0.9; CSN inh: 10.3

What do the screens show for `CCN(CC)S(=O)(=O)c1cc(NC(=O)C2CCN(c3ncnc4sc(C)c(C)c34)CC2)ccc1Cl`?
Neddyl block: inactive; Rin1-Abl PPI inh: -0.9; MsrA inh: 0.2; bovine MsrA act: 1.4; MLLE-PAM2 inh: -24.4; FAS TE block: 30.3; Tb MetRS inh: -0.3; eLon inh: 1.4; CSN inh: -6.5

What do the screens show for `CCCCNc1ncnc2c1cnn2Cc1ccc(Cl)cc1`?
Neddyl block: inactive; Rin1-Abl PPI inh: 2.1; MsrA inh: -0.3; bovine MsrA act: -1.1; MLLE-PAM2 inh: -7.9; FAS TE block: 2.6; Tb MetRS inh: 0.1; eLon inh: 3.4; CSN inh: 5.4

Results for O=C(c1c(F)cccc1F)N1CCN(c2ccccc2F)CC1 ?
Neddyl block: inactive; Rin1-Abl PPI inh: -0.5; MsrA inh: 1.9; bovine MsrA act: -8.6; MLLE-PAM2 inh: 7.4; FAS TE block: -2.9; Tb MetRS inh: -1.6; eLon inh: -8.8; CSN inh: 3.3

How did COC(=O)c1sc(NC(=O)CSc2nnc(C(C)C)n2C)nc1C do in these assays?
Neddyl block: inactive; Rin1-Abl PPI inh: -2.6; MsrA inh: 0.0; bovine MsrA act: 0.8; MLLE-PAM2 inh: -3.2; FAS TE block: -2.9; Tb MetRS inh: 0.4; eLon inh: -5.2; CSN inh: -1.6

How did O=C1CCCC2=C1C1c3ccccc3C(=O)N1c1ccc(C(=O)c3ccccc3)cc1N2 (stereo not drawn) do in these assays?
Neddyl block: inactive; Rin1-Abl PPI inh: 1.1; MsrA inh: 3.0; bovine MsrA act: -11.3; MLLE-PAM2 inh: 2.8; FAS TE block: -0.5; Tb MetRS inh: -0.5; eLon inh: 0.1; CSN inh: 1.5

How did O=C(c1cccc(Br)c1)N1CCN(S(=O)(=O)N2CCOCC2)CC1 do in these assays?
Neddyl block: inactive; Rin1-Abl PPI inh: 2.0; MsrA inh: 2.3; bovine MsrA act: -8.8; MLLE-PAM2 inh: -1.1; FAS TE block: -6.7; Tb MetRS inh: -0.8; eLon inh: 0.2; CSN inh: -4.0

Results for Cc1ccc(S(=O)(=O)NNC(=O)c2cccs2)c(C)c1 ?
Neddyl block: inactive; Rin1-Abl PPI inh: -3.4; MsrA inh: -0.1; bovine MsrA act: -0.7; MLLE-PAM2 inh: -3.6; FAS TE block: -13.5; Tb MetRS inh: 0.1; eLon inh: 7.5; CSN inh: -5.6

Results for COc1ccc(CN(C)C(=O)/C=C/c2ccc(S(=O)(=O)N3CCCCCC3)cc2)cc1 ?
Neddyl block: inactive; Rin1-Abl PPI inh: 1.3; MsrA inh: -0.8; bovine MsrA act: -1.2; MLLE-PAM2 inh: -4.0; FAS TE block: 27.8; Tb MetRS inh: -0.3; eLon inh: -3.2; CSN inh: -1.6

Reprinted from the part before: two compounds, then new ones.
Results for Cc1ccc(S(=O)(=O)NNC(=O)c2cccs2)c(C)c1 ?
Neddyl block: inactive; Rin1-Abl PPI inh: -3.4; MsrA inh: -0.1; bovine MsrA act: -0.7; MLLE-PAM2 inh: -3.6; FAS TE block: -13.5; Tb MetRS inh: 0.1; eLon inh: 7.5; CSN inh: -5.6

Results for COc1ccc(CN(C)C(=O)/C=C/c2ccc(S(=O)(=O)N3CCCCCC3)cc2)cc1 ?
Neddyl block: inactive; Rin1-Abl PPI inh: 1.3; MsrA inh: -0.8; bovine MsrA act: -1.2; MLLE-PAM2 inh: -4.0; FAS TE block: 27.8; Tb MetRS inh: -0.3; eLon inh: -3.2; CSN inh: -1.6

How did Cc1ccc(NC(=O)CN(C)CC(=O)Nc2ccc(N3CCOCC3)cc2)c([N+](=O)[O-])c1 do in these assays?
Neddyl block: inactive; Rin1-Abl PPI inh: 1.0; MsrA inh: 1.6; bovine MsrA act: -4.5; MLLE-PAM2 inh: -2.2; FAS TE block: -1.4; Tb MetRS inh: -0.4; eLon inh: 1.8; CSN inh: 2.3

What do the screens show for `CC1CN(c2nc3ccccc3cc2-c2ccccc2)CC(C)O1` (stereo not drawn)?
Neddyl block: inactive; Rin1-Abl PPI inh: 3.0; MsrA inh: 0.3; bovine MsrA act: -2.2; MLLE-PAM2 inh: -8.6; FAS TE block: 20.9; Tb MetRS inh: -0.4; eLon inh: -2.4; CSN inh: -4.7

Results for O=C(NC1CCCCCC1)c1ccc(CS(=O)(=O)Cc2ccccc2F)o1 ?
Neddyl block: inactive; Rin1-Abl PPI inh: -6.3; MsrA inh: 1.0; bovine MsrA act: -1.2; MLLE-PAM2 inh: -5.3; FAS TE block: 1.7; Tb MetRS inh: 0.1; eLon inh: -6.0; CSN inh: 6.2

Results for COc1cccc(CC(NC(C)=O)C(=O)NC2CCN(S(=O)(=O)c3ccc(NC(C)=O)cc3)CC2)c1 (stereo not drawn) ?
Neddyl block: inactive; Rin1-Abl PPI inh: 0.6; MsrA inh: 1.6; bovine MsrA act: -13.6; MLLE-PAM2 inh: -6.3; FAS TE block: -3.1; Tb MetRS inh: -2.6; eLon inh: -13.8; CSN inh: -6.6

How did O=C(Nc1ccc2[nH]c(=O)[nH]c2c1)c1ccc(Cl)c(Cl)c1 do in these assays?
Neddyl block: inactive; Rin1-Abl PPI inh: 0.5; MsrA inh: -0.3; bovine MsrA act: -3.5; MLLE-PAM2 inh: 2.4; FAS TE block: -0.3; Tb MetRS inh: -0.3; eLon inh: 6.9; CSN inh: -11.9

What do the screens show for `C=CCC1NS(=O)(=O)OC(COC)C1C` (stereo not drawn)?
Neddyl block: inactive; Rin1-Abl PPI inh: 5.8; MsrA inh: 0.0; bovine MsrA act: -4.1; MLLE-PAM2 inh: -9.2; FAS TE block: -9.0; Tb MetRS inh: -0.5; eLon inh: 7.0; CSN inh: -5.2

How did O=C(COc1ccc(Cl)cc1Cl)NCCCCc1ccccc1 do in these assays?
Neddyl block: inactive; Rin1-Abl PPI inh: -2.0; MsrA inh: 0.8; bovine MsrA act: 1.5; MLLE-PAM2 inh: -5.2; FAS TE block: 31.1; Tb MetRS inh: -0.4; eLon inh: -2.8; CSN inh: -2.9

What do the screens show for `O=C(NC(=S)Nc1ccc(S(=O)(=O)NC2CCCCC2)cc1)c1cccs1`?
Neddyl block: inactive; Rin1-Abl PPI inh: 1.6; MsrA inh: 0.4; bovine MsrA act: -3.4; MLLE-PAM2 inh: 13.7; FAS TE block: 33.6; Tb MetRS inh: -0.4; eLon inh: 0.2; CSN inh: 5.1

High-throughput results from PubChem BioAssay.
